Screening results deposited in PubChem BioAssay by ICCB-Longwood Screening Facility, Harvard Medical School.
PV pol inh = inhibitors of poliovirus RNA polymerase binding and polymerization. 150,000 compounds, 0.66% hits. % elongation, % (compound at 16.7 µg/mL). AID 588519. poliovirus polymerase elongation, fluorescence polarization; active compounds read low; in the data active means % elongation below about 90%; further: some results filed as inactive read as strong as hits
Target sequence (P03300 1749-2209 limits assumed): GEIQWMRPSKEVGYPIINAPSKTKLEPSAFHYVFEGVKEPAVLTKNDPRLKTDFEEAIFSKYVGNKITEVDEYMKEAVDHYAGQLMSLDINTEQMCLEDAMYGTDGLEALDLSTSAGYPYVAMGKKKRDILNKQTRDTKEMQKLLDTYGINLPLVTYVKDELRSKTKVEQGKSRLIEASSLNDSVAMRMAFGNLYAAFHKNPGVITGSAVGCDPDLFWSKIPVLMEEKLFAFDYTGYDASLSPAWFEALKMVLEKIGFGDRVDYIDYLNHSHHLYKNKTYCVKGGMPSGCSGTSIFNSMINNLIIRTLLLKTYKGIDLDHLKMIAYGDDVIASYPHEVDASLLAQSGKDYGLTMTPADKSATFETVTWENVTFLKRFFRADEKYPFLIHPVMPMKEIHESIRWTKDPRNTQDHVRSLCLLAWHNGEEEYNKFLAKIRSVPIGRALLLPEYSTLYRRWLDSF
PV pol inh FP z-score = second read-out of PV pol inh, no call of its own (marks repeat the call); z-score; measured here: FP z-score; hits read low
* = called active by the depositor.

SMILES	PV pol inh	PV pol inh FP z-score
O=C(/C=C/c1ccc(Cl)cc1)C1(O)CCCCC1	109.0	0.9
CC(C)/C=N/NC(=O)c1ccc2c(c1)NC(=O)C(C)(C)O2	103.0	0.4
Cc1cc2c(cc1S(=O)(=O)CCC(=O)N1CCCC1)OCC(=O)N2	101.0	-0.3
CSc1n[nH]c(NC(=O)Nc2ccccc2)c1S(=O)(=O)c1ccc(Cl)cc1	105.0	0
CCOC(=O)c1cnc2ccc(OC)cc2c1NCCc1ccc(OC)c(OC)c1	103.0	-0.5
O=c1ccc(-c2ccc(S(=O)(=O)N3CCCc4ccccc43)s2)n[nH]1	103.0	0.1
Cc1cc2ccccn2c1C(=O)c1cccs1	102.0	0.3
O=C1CC(Cc2ccccc2)C(=O)N1c1ccncc1 (stereo unspecified)	101.0	0.3
CCN(CC(=O)c1ccco1)C1CCCCC1	99.0	-0.5
CSc1ncc(C(=O)Nc2nc3ccccc3s2)cn1	98.0	-0.2
COc1ccc(OCc2ccc(-c3nc(C#N)c(NCc4ccc(F)cc4)o3)o2)cc1	107.0	0
O=C(NC1CCCCC1)C1CCCN1C(=O)NCc1ccccc1 (stereo unspecified)	103.0	0.3
COc1ccc(OC)c(-c2noc(N3CCN(c4ccc(Cl)cc4)CC3)n2)c1	100.0	-1.2
Cn1cnc2sc3c(c2c1=O)CCCC3	103.0	0.7
Cc1cc(F)ccc1NC(=O)C(C(C)C)N1Cc2ccccc2C1=O (stereo unspecified)	101.0	-1.4
Fc1ccc2[nH]c3nc(=S)[nH]nc3c2c1	103.0	0.9
CCOC(=O)C1=C(CN2CCN(c3ccccc3OC)CC2)NC(=O)NC1c1ccccc1 (stereo unspecified)	108.0	0.2
O/N=C(/C(=N/O)c1ccccc1)c1ccccc1	111.0	1.3
CNC(=O)CSc1nc2cc3c(cc2cc1C)OCCO3	103.0	0.3
COc1cccc(-n2cc(C(=O)NC3CCCC3)c3ccccc3c2=O)c1	101.0	-0.3
CCOC(=O)c1cc(C(=O)OCC)n(C)n1	104.0	0
CC1CN(CCn2cnc3c(N)ncnc32)CC(C)O1 (stereo unspecified)	98.0	-0.3
Cc1noc(C)c1S(=O)(=O)N(CC(=O)NCCc1ccc(Cl)cc1)c1ccc(C(C)C)cc1	112.0	1.4
S=C(Nc1ccc2[nH]ccc2c1)NC1CC2C=CC1C2 (stereo unspecified)	102.0	-0.4
CCCc1nnc(NC(=O)c2cc(=O)c3ccccc3o2)s1	112.0	0.8
O=C1NCCc2c(OC3CCCC3)cccc21	105.0	1.1
COc1ccc2c(c1)c1c(c(=O)n(Cc3ccccc3)c(=O)n1CC(=O)Nc1ccc(C)cc1C)n2C	115.0	1.6
NC(=O)c1ccccc1NC(=O)c1cccc(Br)c1	107.0	0.5
COC(=O)CNS(=O)(=O)c1cccs1	102.0	0.1
COC(=O)CCN(C(=O)c1c(C)oc2ncnc(N3CCOCC3)c12)c1ccccc1	111.0	0.4
FC(F)(F)COc1nc(N2CCCCC2)nc(N(c2ccccc2)c2ccccc2)n1	105.0	1.3
O=C(COC(=O)c1cccs1)NCC1CCCCC1	101.0	0.1
CCCN(Cc1cccs1)C(=O)Nc1cccc(C)c1	100.0	-1
CCn1c(=NC(=O)c2ccc(S(=O)(=O)N3CCCC3)cc2)sc2c3ccccc3ccc21	103.0	0.3
O=C(Cc1ccc(F)cc1)N/N=C/c1ccc(-c2ccc(Cl)c(C(=O)O)c2)o1	102.0	0.2
CC1CC(=O)Nc2ccccc2N1C(=O)Cn1ncc(Cl)c(Cl)c1=O (stereo unspecified)	105.0	-0.7
CCC(=O)N=C1SC2CS(=O)(=O)CC2N1c1ccc(F)c(Cl)c1 (stereo unspecified)	101.0	0
COc1ccc2c(c1)c(CC(=O)Nc1cc(C)cc(C)c1)c(C)n2C(=O)c1ccc(Cl)cc1	104.0	0.1
CC(CC(=O)NCc1ccc(Cl)cc1)CC1=NS(=O)(=O)c2ccccc2N1 (stereo unspecified)	103.0	-0.8
CCCOc1ccc(C2C(=O)N(C3CCCCCC3)CC(=O)N2CCCOCC)cc1OC (stereo unspecified)	113.0	0.8
CCOP(C)(=O)/C(C#N)=C(\O)c1cc(OC)c(OC)c(OC)c1 (stereo unspecified)	102.0	0.2
O=C(Nc1nnc(S(=O)(=O)N2CCCc3ccccc32)s1)c1ccc(Cl)cc1	111.0	0.6
O=C(O)c1ccncc1Br	99.0	-0.7
Cn1c(C(=O)O)c(S(=O)(=O)c2ccc(Cl)cc2)c2ccccc21	103.0	0.6
COc1cccc(CNC(=O)c2ccc(Nc3nc4ccccc4n4nnnc34)cc2)c1	103.0	0
CCCCN1C(=O)c2[nH]nc(-c3ccccc3O)c2C1c1cc(Br)c(O)c(OC)c1 (stereo unspecified)	105.0	-0.4
C=CCNC(=O)c1cc(-c2ccc(Cl)cc2Cl)oc1C	102.0	-0.1
CCOc1ccc(N(C)C(=O)C2CCN(S(=O)(=O)c3c(C)noc3/C=C/c3ccc(C)cc3)CC2)cc1	108.0	0.3
Cc1cccc(C2CC(=O)Nc3cc4c(cc32)OCO4)c1 (stereo unspecified)	104.0	-0.4
CCCOC(=O)Nc1sc2c(c1C(N)=O)CCC2	109.0	0.8
Next part.
SMILES	PV pol inh	PV pol inh FP z-score
CCSC1=C(C#N)C(=N)n2c1cc1c2CCCC1	106.0	0.1
O=C(NCc1ccc(Cl)cc1)c1cccnc1OCC(F)(F)F	101.0	0
COc1ccc(NC(=O)C(CC(C)C)NC(=O)C2CCCCC2)c(OC)c1 (stereo unspecified)	108.0	0.8
CCN(CC)CCn1c(=N)n(CCOc2ccccc2Cl)c2ccccc21	103.0	-0.1
CN(C)c1ccc(C=NCC2COc3ccccc3O2)cc1 (stereo unspecified)	104.0	0.5
Cc1ccc(CSc2nc3ccc(NC(=O)COc4ccccc4)cc3s2)cc1	112.0	1.1
CCOC(=O)c1ccc(NC(=O)C(CC)Sc2nnc(C)n3c2cc2occc23)cc1 (stereo unspecified)	102.0	0.1
COc1ccc(-c2noc(N3CCC(C(=O)N4CCN(c5cccc(OC)c5)CC4)CC3)n2)cc1	108.0	0.2
O=C(COC(=O)c1ccco1)Nc1nc2ccccc2s1	97.0	-1.3
COc1ccc(S(=O)(=O)N2CCC(c3nnc(-c4ccccc4C)o3)CC2)c(OC)c1	105.0	0

Record cards, as listed above. Order of values: PV pol inh, PV pol inh FP z-score
Shown for O=C(COC(=O)c1ccco1)Nc1nc2ccccc2s1 → 97.0, -1.3
Shown for CCN(CC)CCn1c(=N)n(CCOc2ccccc2Cl)c2ccccc21 → 103.0, -0.1

Continuation:
SMILES	PV pol inh	PV pol inh FP z-score
CSc1nnc2c(n1)OC(c1ccccc1)N(C(C)=O)c1ccccc1-2 (stereo unspecified)	103.0	0.8
COc1cccc(CNC(=O)c2oc3c(c2C)-c2nn(Cc4cccc(Cl)c4)cc2CC3)c1OC	105.0	-0.3
O=S(=O)(CCN1CCN(C(c2ccccc2)c2ccccc2)CC1)c1ccc(Cl)cc1	100.0	-0.8
Cc1ccc(-n2c(NN)nc3ccccc3c2=O)c(C)c1	102.0	0.1
COc1cccc(NC(=O)CC(NC(C)=O)c2ccccc2)c1 (stereo unspecified)	101.0	-0.5
Cc1oc2ncnc(N3CCOCC3)c2c1C(=O)NCc1ccc(Cl)cc1	110.0	0.3
O=C(CCNS(=O)(=O)c1ccccc1F)N1CCN(c2ccccc2Cl)CC1	105.0	0.2
Fc1ccccc1OCCSc1nc2ccccc2s1	102.0	0
Cc1nc2c(c(C)c1CCC(=O)N1CCC(C)CC1)c(=O)n(C)c(=O)n2C	108.0	2.7
CC(C)(C)c1ccc(S(=O)(=O)c2cnc(SCC(=O)Nc3ccc4c(c3)OCCO4)[nH]c2=O)cc1	104.0	-0.1
CCN(Cc1ccccc1)Cc1csc(C)c1C	101.0	-0.3
O=C(NCc1ccco1)C(c1cccs1)N(C(=O)C1COc2ccccc2O1)c1cccc(O)c1 (stereo unspecified)	100.0	-0.7
Cc1ccc(S(=O)(=O)NC2(C(F)(F)F)C(=O)N(Cc3ccco3)C3=C2C(=O)CC(C)(C)C3)cc1 (stereo unspecified)	101.0	0
CC(C)CN(CC(C)C)C(=O)c1cc2ccccc2oc1=O	100.0	-0.5
Cn1nc(C(=O)NCCCN2CCOCC2)c2c1-c1ccccc1S(=O)(=O)C2	99.0	-1.3
Cn1c(CC23CC4CC(CC(C4)C2)C3)nnc1SCC(N)=O	103.0	0.3
O=C(NC1CCCCC1)c1ccc(S(=O)(=O)N2CCCC2)cc1	105.0	0.9
O=C(c1cccc(-n2cnnn2)c1)N(CCc1ccccc1)Cc1cccs1	101.0	-0.5
CC1=NN(c2ccccc2)C(=O)/C1=C/c1ccc(OC(=O)c2ccco2)c(Cl)c1	100.0	-0.1
Cc1ccc(NC(=O)/C=C/c2ccco2)cc1F	107.0	0.5
N#CCc1ccc(NC(=O)Nc2cccc3ccccc23)cc1	101.0	-0.2
CCOC(=O)c1cc(S(=O)(=O)Nc2ccc(C)cc2Cl)[nH]n1	111.0	0.9
COc1cccc(CNC(=O)CCCn2c(=O)c3cccn3c3ccc(F)cc32)c1OC	107.0	0
COc1ccc2c(c1)c1c(c(=O)n(Cc3ccccc3)c(=O)n1CC(N)=O)n2C	103.0	0.1
Cc1nc(-c2ccc(F)cc2)sc1CCNC(=O)c1ccco1	114.0	1.4
O=c1c(Cl)c(N2CCOCC2)cnn1-c1cnc2ccccc2n1	102.0	0.2
CCOc1ccccc1NC(=O)CCn1c(-c2ccc(OC)cc2)cc(C(C)=O)c1C	111.0	1.2
COc1c(C)cc(S(=O)(=O)Nc2cccc(-c3ccc(N4CCOCC4)nn3)c2)c(C)c1C	111.0	1.1
CC(=O)N/N=c1\oc2ccccc2cc1C(=O)Nc1ccccc1	102.0	0.1
O=C(Nc1ccccc1F)c1cnc(N2CCCCC2)c2ccccc12	106.0	-0.4
Cc1ccc(F)cc1NC(=O)Nc1cc(C(C)(C)C)nn1C	104.0	0.8
CN(C)S(=O)(=O)c1ccc(/C(O)=C(\C#N)c2nc3ccccc3s2)cc1	104.0	1
c1ccc(Cn2c(-c3cccs3)nc3ccccc32)cc1	101.0	0.2
Brc1c(CSc2nc3ccccc3o2)nc2ccccn12	102.0	0.4
CCOC(=O)c1c(C)[nH]c(C)c1S(=O)(=O)N1CCC(C(=O)Nc2ccccc2CC)CC1	108.0	0.1
O=C(NCCS(=O)(=O)N1CCN(c2cccc(Cl)c2)CC1)c1cc(=O)c2ccccc2o1	112.0	1.2
CSc1nnc(-c2ccccc2)n1/N=C/c1cc(O)ccc1Cl	100.0	-0.1
O=C(Cn1c(=O)oc2ccccc21)c1ccc(Cl)cc1	102.0	0
Cc1ccc2scc(N3CCN(c4cccc(C(F)(F)F)c4)CC3)c(=O)c2c1	102.0	-0.8
CCCCn1c(SCC(=O)NCCCOC)nc2c(sc3ccccc32)c1=O	110.0	0.7

Molecules from the list above with two or more sulfur atoms:
SMILES	PV pol inh	PV pol inh FP z-score
CSc1n[nH]c(NC(=O)Nc2ccccc2)c1S(=O)(=O)c1ccc(Cl)cc1	105.0	0
O=c1ccc(-c2ccc(S(=O)(=O)N3CCCc4ccccc43)s2)n[nH]1	103.0	0.1
CSc1ncc(C(=O)Nc2nc3ccccc3s2)cn1	98.0	-0.2
COC(=O)CNS(=O)(=O)c1cccs1	102.0	0.1
CCn1c(=NC(=O)c2ccc(S(=O)(=O)N3CCCC3)cc2)sc2c3ccccc3ccc21	103.0	0.3
CCC(=O)N=C1SC2CS(=O)(=O)CC2N1c1ccc(F)c(Cl)c1 (stereo unspecified)	101.0	0
O=C(Nc1nnc(S(=O)(=O)N2CCCc3ccccc32)s1)c1ccc(Cl)cc1	111.0	0.6
Cc1ccc(CSc2nc3ccc(NC(=O)COc4ccccc4)cc3s2)cc1	112.0	1.1
Fc1ccccc1OCCSc1nc2ccccc2s1	102.0	0
CC(C)(C)c1ccc(S(=O)(=O)c2cnc(SCC(=O)Nc3ccc4c(c3)OCCO4)[nH]c2=O)cc1	104.0	-0.1
CN(C)S(=O)(=O)c1ccc(/C(O)=C(\C#N)c2nc3ccccc3s2)cc1	104.0	1
CCCCn1c(SCC(=O)NCCCOC)nc2c(sc3ccccc32)c1=O	110.0	0.7

(cont.)
SMILES	PV pol inh	PV pol inh FP z-score
CCc1ccccc1NC(=O)CSc1nc2c(oc3ccccc32)c(=O)n1C	104.0	0
O=C(CCS(=O)(=O)c1cccc2nonc12)Nc1ccc(Br)cc1	101.0	-0.3
COc1cccc(CNc2cc(C)c3cccc(OC)c3n2)c1OC	100.0	0
CCOc1cc(C#N)ccc1OCC(=O)NC1CCCCCC1	102.0	0
O=C(Cn1c(=O)c2c(ncn2C2CCCC2)n(Cc2ccccc2)c1=O)NCC1CCCO1 (stereo unspecified)	100.0	-0.6
O=C(NCCOc1ccccc1F)C1CC(=O)N(Cc2ccccc2)C1 (stereo unspecified)	110.0	0.7
CCc1ccc(-n2c(=O)c3sc4ccccc4c3n(CC(=O)NC3CCCCC3)c2=O)cc1	105.0	0.2
Cc1ccc(-c2nc3ccccn3c2Nc2ccc3c(c2)OCCO3)s1	112.0	1
CC(C(O)c1ccccc1)N(C)S(=O)(=O)c1ccc2ccccc2c1 (stereo unspecified)	102.0	0.2
CC1(C)CC(n2c(NCCO)nc3c(c2=O)C2(CCCCC2)Cc2ccccc2-3)CCO1 (stereo unspecified)	102.0	0.1
Cn1cccc1/C=N/NC(=O)c1ccccn1	101.0	-0.3
CCOC(=O)C1CCN(CC(=O)Nc2ccc(SC(F)F)cc2)CC1	101.0	-0.3
CCN(C(=O)Cc1cccs1)c1ccccc1	99.0	-0.6
CC1CCCC(C)N1C(=O)C1=COCCO1 (stereo unspecified)	96.0	-0.7
CCn1c(-c2ccc(Cl)cc2)cs/c1=N\N=C/c1ccc(O)cc1	103.0	0.4
COC(=O)c1ccc(COc2ccccc2Br)cc1	104.0	0.2
CS(=O)(=O)Cc1ccc(C(=O)Nc2ccnn2C2CCCC2)cc1	107.0	0.5
Cc1ccc(C2N(C)c3ccccc3-c3nc4ccccc4n32)o1 (stereo unspecified)	106.0	0.7
CC(=O)N1CCN(C(=S)c2ccc(-c3ccc(C)cc3)o2)CC1	96.0	-1.2
CC1=CC(=O)C2=C(C)CC(O)C3C(C)C(=O)OC3C12 (stereo unspecified)	100.0	-0.6
N/C(CC(=O)Nc1ccc(N2CCOCC2)cc1)=N\O	104.0	0.2

Only part of the results is shown; rates above refer to the full screens.
